Bioassay records: PubChem BioAssay, National Center for Advancing Translational Sciences (NCATS)
Giardia FBPA inh: qHTS Assay for Inhibitors of Fructose-1,6-bisphosphate Aldolase from Giardia Lamblia. A8B2U2. purified Giardia FBPA. Potency, µM (doses to about 59.6 µM), inactives show at the top dose activity, negative = inhibition, usual class: inhibitors. actives 0.71% (n = 290,000); active means well fitted inhibition curve with a large enough effect; inconclusive means small, poorly fitted or top-dose-only effect, or effect the other way; further: nearly all actives have a fitted effect of over 55% in size
Target sequence (A8B2U2 whole entry, looked up): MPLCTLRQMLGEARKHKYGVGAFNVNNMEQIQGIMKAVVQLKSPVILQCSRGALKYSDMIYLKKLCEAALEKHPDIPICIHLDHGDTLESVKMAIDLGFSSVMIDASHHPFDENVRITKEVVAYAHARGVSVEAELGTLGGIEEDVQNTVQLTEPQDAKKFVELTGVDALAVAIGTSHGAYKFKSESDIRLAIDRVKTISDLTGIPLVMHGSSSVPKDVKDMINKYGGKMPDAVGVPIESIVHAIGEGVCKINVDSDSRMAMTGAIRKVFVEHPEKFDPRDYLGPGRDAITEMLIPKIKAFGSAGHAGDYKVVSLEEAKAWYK
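Giardia FBPA (40 nM reagent) was preincubated 10 min at RT with compound (up to 57.5 uM final), then substrate plus GAPDH/TPI/NAD/arsenate coupling system with diaphorase/resazurin was added; resorufin fluorescence (525/598 nm) was read after 20 min.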
The depositor's hits bear a star; ? = inconclusive; & = joins results of further samples; [ ] = remark or other dose. On the % scale 0 is the no-effect control and ±100 the full control effect; potency means the concentration at half of the fitted maximal effect. This is a subset (hit frequency here may not be typical).

SMILES	Giardia FBPA inh
Cc1ccc(S(=O)(=O)N2CCC(=O)N([C@H](COCc3cccc(C)c3)Cc3ccccc3)CC2)cc1	-0.5%
COc1cc2c(cc1OC)[C@H](C)NCC2	0.2%[21.7 µM]
COCCNC(=O)[C@H](C)[C@@H]1C[C@@]1(C)[C@@H](NC(=O)OCc1ccccc1)c1ccccc1	3.4%
CN(C)c1ccc(/C=C2\C(=O)Nc3ccccc32)cc1	-13.7%&-11.7%
COCCn1c(=O)c(CCc2ccccc2)nc2cnc(N(C)C)nc21	-1.2%
O=c1cc(N2CCNCC2)oc2c(-c3ccccc3)cccc12	1.1%
CCN(CC)CC1CCN(c2ncc3ncnc(Nc4ccc(F)c(Cl)c4)c3n2)CC1	-26.0%
C=CCN1c2ccccc2[C@]23C[C@@H](C(=O)OC)N(S(=O)(=O)c4cccs4)C2=NC(C(=O)OC)=C(C(=O)OC)[C@H]13	3.5%[12.9 µM]
CS(=O)(=O)Nc1cccc(-c2cncnc2Nc2ccccc2)c1	1.1%
COc1ccc(-n2c(=O)c(-c3cccs3)nc3cncnc32)cc1	1.2%
Clc1nccc2c1ccc1ccccc12	-2.4%&-7.5%
C[C@@H](C(=O)O)c1ccc(N2Cc3ccccc3C2=O)cc1	4.3%[21.7 µM]
OCC1OC([S-])[C@H](O)C(O)C1O.[Au+] (stereo partly specified)	-27.2%
COc1ccc(Oc2ncc3nc(-c4cc(F)cc(F)c4)c(=O)n(C)c3n2)cc1	-5.5%
COc1cc(C(=O)N2CCOCC2)cc(OC)c1OC	-0.4%
COc1cccc([C@@H]2Oc3ccc(OC)cc3/C(=N/O[C@@H](C)c3cc(-c4c(C)cc(C)cc4C)no3)[C@@H]2O)c1	0.0%[12.9 µM]
COc1c2c(nc3ccccc13)O[C@H]([C@@](C)(O)CO)C2	0.0%[21.7 µM]
CN1CC[C@@]2(CCCN(C(=O)c3ccco3)C2)C1	-24.3%
CC(N)C(O)c1cccc(O)c1 (stereo unspecified)	-6.7%
CC[C@H](CO)Nc1nc(NCc2ccccc2)c2ncn(C(C)C)c2n1	-1.8%
O=c1c(-c2ccccc2)nc2cnc(Oc3ccccc3)nc2n1C[C@H]1CCCO1	5.9%
C[N+](C)(CCCOc1ccccc1)c1ccccc1	-15.5%[21.7 µM]
C=C1CCN(C(CC(C)C)C(=O)NCc2ccc(Cl)c(Cl)c2)S(=O)(=O)c2ccccc21 (stereo unspecified)	-9.9%
O=C1OC(c2ccc(O)c(S(=O)(=O)O)c2)(c2ccc(O)c(S(=O)(=O)O)c2)c2c(Br)c(Br)c(Br)c(Br)c21	?
CO/N=C\c1ccc(C(=O)N2[C@H](c3ccc(C)cc3)[C@@H](C)CC[C@H]2C(=O)OC)cc1	3.3%[12.9 µM]

Next part, starting with the last 7 of the part before.
SMILES	Giardia FBPA inh
CC(N)C(O)c1cccc(O)c1 (stereo unspecified)	-6.7%
CC[C@H](CO)Nc1nc(NCc2ccccc2)c2ncn(C(C)C)c2n1	-1.8%
O=c1c(-c2ccccc2)nc2cnc(Oc3ccccc3)nc2n1C[C@H]1CCCO1	5.9%
C[N+](C)(CCCOc1ccccc1)c1ccccc1	-15.5%[21.7 µM]
C=C1CCN(C(CC(C)C)C(=O)NCc2ccc(Cl)c(Cl)c2)S(=O)(=O)c2ccccc21 (stereo unspecified)	-9.9%
O=C1OC(c2ccc(O)c(S(=O)(=O)O)c2)(c2ccc(O)c(S(=O)(=O)O)c2)c2c(Br)c(Br)c(Br)c(Br)c21	?
CO/N=C\c1ccc(C(=O)N2[C@H](c3ccc(C)cc3)[C@@H](C)CC[C@H]2C(=O)OC)cc1	3.3%[12.9 µM]
CCCC1O[C@@H]2C[C@H]3[C@@H]4CCC5=CC(=O)C=C[C@]5(C)C4[C@@H](O)C[C@]3(C)[C@]2(C(=O)CO)O1 (stereo partly specified)	-2.0%
N#Cc1cccc(-c2cc(NCc3cccnc3)ncn2)c1	7.1%
CCNc1ncc2nc(C)c(=O)n(-c3ccc(OC)cc3)c2n1	-13.9%
COc1cccc(-c2nc(Nc3ccncc3)c3ccccc3n2)c1	-12.6%
CC1CC=CC2C1C(=O)N(Cc1ccccc1)C2c1ccc2ccccc2c1 (stereo unspecified)	-18.5%
COc1cccc(O)c1O	17.7µM*
CN(Cc1cnc2nc(N)nc(N)c2n1)c1ccc(C(=O)N[C@H](CCC(=O)O)C(=O)O)cc1	6.2%[21.7 µM]
CC(=O)NCCNc1ncnc2ccc(-c3cccc(NS(C)(=O)=O)c3)cc12	-0.3%
O=C(c1ccncc1)N1CCC2(CCN(Cc3cc(C(F)(F)F)cc(C(F)(F)F)c3)CC2)CC1	-9.4%
COc1ccc2[nH]cc(CCNc3ncncc3-c3cccnc3)c2c1	-8.0%
CC(=O)OC[C@@H]1O[C@@H](O/N=C2/C[C@@H](O)[C@@H](O)[C@@H]3[C@@H]4C(=O)N([C@@H](C)c5ccccc5)C(=O)[C@H]4CC[C@H]23)[C@H](OC(C)=O)[C@H](OC(C)=O)[C@@H]1OC(C)=O	0.0%[12.9 µM]
COC(=O)NC(CC(C)=O)c1ccc(Cl)cc1 (stereo unspecified)	1.4%[12.9 µM]
O=[N+]([O-])c1cccc(C2=N[C@@H](Cc3ccccc3)CO2)c1	1.4%[89.2 µM]
COC(=O)C1=C(C)[C@@H](O)[C@@H](C)[C@](C)(c2cc(OC)c(C)c(OC)c2COc2ccccc2)O1	-5.0%
Cc1ccccc1-c1nccc(NCCN2CCOCC2)n1	-8.4%
CN(C)C(=O)c1ccc(-c2nc(N3CCOCC3)c3ccccc3n2)cc1	-4.0%
COc1ccc(CNc2ncnc3ccc(-c4ccc(N(C)C)cc4)cc23)c(OC)c1	?
Cn1cccc1C(=O)N1CCC[C@@]2(CCN(c3ccccn3)C2)C1	-9.8%
C/C=C1\COC(C(=O)NC)(C(F)(F)F)C=C1C=C1CCCCC1 (stereo unspecified)	-5.9%
CC(C)C[C@@H](CC(=O)N[C@H](CC(=O)N[C@@H]1CCCC[C@H]1C(=O)N[C@H](CC(=O)N[C@@H](CCC(=O)O)CC(=O)O)CC(C)C)C(C)C)NC(=O)[C@@H]1CNCC[C@H]1N	-19.3%
CCCCCCCC1=CC2=CC(=O)C(C)(O)C(=O)C2=CN1CCCC (stereo unspecified)	-15.4%[12.9 µM]
CC(C)=CCC1=C(O)c2ccccc2C(=O)C1=O	1.12µM*
COP(=S)(OC)Oc1nc(Cl)c(Cl)cc1Cl	-9.1%
COCCNC(=O)[C@@]1(Cc2ccccc2)C=C[C@@H](C)N1C(=O)OC	0.4%
O=S1(=O)C2CC3C=CC2(CN1Cc1ccccc1)O3 (stereo unspecified)	10.3%
SMILES	Giardia FBPA inh
CC(=O)O[C@@]1(C(C)=O)CCC2C3C=C(C)C4=CC(=O)CCC4(C)C3CCC21C (stereo partly specified)	-5.2%
CC(C)=CCC/C(C)=C/CO/N=C1/C[C@@H](O)[C@@H](O)[C@@H]2[C@@H]3C(=O)N(C4CCCCC4)C(=O)[C@H]3CC[C@H]12	-1.0%[12.9 µM]
C[C@@H]1CC[C@H]2C(=O)O[C@H](CN=[N+]=[N-])CN2[C@@H]1c1ccc(Br)cc1	-4.0%[12.9 µM]
COc1ccc(-c2nc3cnc(N4CCOCC4)nc3n(-c3ccc(OC)cc3)c2=O)cc1	-5.6%
CCOC(=O)CCCNC(=O)N1CCc2nc(COc3ccccc3)c3c(c2C1)CO[C@@H](C)C3	1.5%[12.9 µM]
COc1ccc(CCN2CCC[C@H](CN3CCc4cc(OC)c(OC)cc4CC3=O)C2)cc1OC	-8.3%
CN1C[C@H](CO)C=C2c3cccc4[nH]cc(c34)C[C@@H]21	-8.4%[21.7 µM]
CO[C@@H]1COC(=O)CC=C[C@@H](C)[C@@H]2C=C[C@@H](O)[C@@H](COC(=O)C/C=C\[C@H]1C)O2	1.0%[12.9 µM]
CCCCCC[C@H]1C(=O)O[C@H](C)[C@H](NC(=O)c2cccc(NC=O)c2O)C(=O)O[C@@H](C)[C@H]1OC(=O)CC(C)C	0.0%[21.7 µM]
C/C(=C\COc1c2ccoc2cc2oc(=O)ccc12)CCC(O)C(C)(C)O (stereo unspecified)	-9.4%
O=C(NCc1ccccn1)[C@]1(C(F)(F)F)C[C@H](CCc2ccccc2)CCCO1	-19.4%
COc1ccc(CNc2ccnc(-c3ccccc3Cl)n2)c(OC)c1	-11.6%
O=c1cc(-c2cccc(O)c2)oc2ccc(O)cc12	6.0%
CC(=O)OC1C2C(OC(=O)Cc3ccccc3)C(C)CC2(OC(C)=O)C(=O)/C(C)=C/C2C(CC[C@@]13CO3)C2(C)C (stereo partly specified)	1.3%
Oc1cc2c(cc1O)[C@H]1c3ccccc3CN[C@H]1CC2	?
CCC(=O)[C@]12O[C@@]3(C4C(=O)OCCC41)N(CC)C(C)=C(C(=O)OC)C(c1ccccc1)N3C2=O (stereo partly specified)	-4.7%[12.9 µM]
COc1ccc(-c2nc3cnc(OC)nc3n(C)c2=O)cc1	3.8%
C=C1c2ccccc2O[C@H](C(=O)OCC)[C@@H]1CCC(C)C (tested in a mixture with another compound)	-3.6%[89.2 µM]
CSCC[C@H](NC(=O)[C@H](Cc1ccccc1)NC(=O)[C@H](Cc1cnc[nH]1)NC(=O)CNC(=O)[C@@H](NC(=O)[C@H](C)NC(=O)[C@H](Cc1c[nH]c2ccccc12)NC(=O)[C@H](CCC(N)=O)NC(=O)[C@@H]1CCCN1C(=O)[C@@H](NC(=O)[C@@H]1CCC(=O)N1)C(C)C)C(C)C)C(N)=O	-1.1%
C=C(C)[C@@]12OC3(c4ccccc4)O[C@@H]1[C@@H]1[C@@H]4O[C@]4(CO)[C@@H](O)[C@]4(O)C(=O)C(C)=C[C@H]4[C@@]1(O3)[C@H](C)[C@H]2OC(=O)/C=C/C=C/c1ccccc1	-14.3%
Cc1noc(C)c1C(=O)N1CCC2(CC1)CCN(c1ncccn1)CC2	4.6%
Cc1cc(F)ccc1OC1C=CC(c2ccc3c(c2)OCO3)OC1CO (stereo unspecified)	-3.3%[12.9 µM]
O=C1[C@@H]2[C@H]3[C@H](O)[C@H](O)C/C(=N/OCc4ccccc4)[C@H]3CC[C@H]2C(=O)N1c1ccc(F)cc1F	1.0%[12.9 µM]
N#Cc1cccc(-c2cncnc2NCc2cccs2)c1	11.9%
C=CC[C@@H]1C=C[C@@H](O/N=C\C[C@@H]2C=C[C@H](OC(C)=O)[C@H](COC(C)=O)O2)[C@@H](CO)O1	0.1%[12.9 µM]
SMILES	Giardia FBPA inh
N#Cc1cccc(-c2nc(Nc3ccccc3)c3ccccc3n2)c1	-13.8%
NCCC[C@@H](CC(=O)N[C@@H]1CCNC[C@H]1C(=O)N[C@H](CC(=O)N[C@@H](CCC(=O)O)CC(=O)O)Cc1ccccc1)NC(=O)C[C@H](Cc1c[nH]c2ccccc12)NC(=O)[C@@H]1CCCC[C@H]1N	-22.4%
O=C(Nc1ccc(O)c2c(=O)cc(-c3ccccc3Cl)oc12)c1ccc(Br)cc1	11.7%
COc1ccccc1-c1cc(-n2ccnc2)ncn1	3.8%
CC[C@H](CC[C@H](C)[C@@H]1CC[C@@H]2[C@H]3CC=C4C[C@@H](O)CC[C@]4(C)[C@H]3CC[C@]21C)C(C)C	8.5%[21.7 µM]
CC(C)C[C@@H](NC(=O)OCC1c2ccccc2-c2ccccc21)C(=O)O	20.9%
COc1ncc2nc(C)c(=O)n(Cc3cccs3)c2n1	-4.5%
C[C@H]1Cc2c(-c3ccccc3)nc3c(c2CO1)CN(C(=O)NCc1ccco1)CC3	7.5%[12.9 µM]
COC(=O)C/C=C\[C@H](C)[C@@H](OC)c1ccccc1Br	-0.5%[12.9 µM]
Cc1cnc(CNc2ccnc(-c3ccccc3C)n2)cn1	7.6%
Cc1nc2cncnc2n(-c2ccccc2)c1=O	-12.1%
COC(=O)c1ccc(C(/C=C/[C@@H](C)C(=O)NCc2cc(C)n(C)n2)NC(=O)OCc2ccccc2)cc1 (stereo partly specified)	-2.8%
C[C@@H]1CCc2cc(F)cc3c(=O)c(C(=O)O)cn1c23	-13.4%[21.7 µM]
COc1cccc(-c2nc(NC3CCNCC3)c3ccccc3n2)c1	-7.9%
CC1(C)CCC[C@]2(C)C3CC(=O)O[C@@]3(C)CC[C@H]12 (stereo partly specified)	7.9%
COc1cc(OC)c2cc(-c3ccncc3)cnc2c1	?
Cn1cccc1C(=O)N1CCC2(CCCN(Cc3ccncc3)C2)CC1	5.1%
CC(=O)OCC(NC(=O)C1CCCN1C(=O)OC(C)(C)C)C1OC(n2ccc(=O)[nH]c2=O)C(OC(C)=O)C1OC(C)=O (stereo unspecified)	5.3%
CC1=CC(=O)OC1Cc1ccc2ccccc2n1 (stereo unspecified)	-12.7%
CCCCC/C=C\C/C=C\C/C=C\C/C=C\CCCCCC(=O)O	-0.1%
CC(C)(C)Nc1nc(C#N)nc(Nc2ccccc2)n1	-10.6%
COc1cccc(-c2ccc3ncnc(NCCNC(C)=O)c3c2)c1	1.6%
COc1ncc2nc(-c3ccccc3)c(=O)n(C3CC3)c2n1	-0.8%
O=Nc1c(-c2c(O)[nH]c3ccccc23)[nH]c2ccccc12	-4.9%&-12.5%
C=C1CCN(C(CC(C)C)C(=O)NCc2ccc(Cl)cc2)S(=O)(=O)c2ccccc21 (stereo unspecified)	-2.8%
COc1ncc2nc(-c3cccs3)c(=O)n(CCc3ccccc3)c2n1	0.5%
N[C@H](Cc1cnc[nH]1)C(=O)O	-11.2%
COc1ccc(NC(=O)/C=C/c2ccc(Cl)cc2)cc1	-23.1%
CCc1cccc2nc3c(c([Si](CC)(CC)CC)c12)Cn1c-3cccc1=O	-10.6%

Single entries from the results shown:
Entry of COc1ncc2nc(-c3ccccc3)c(=O)n(C3CC3)c2n1 in Giardia FBPA inh: -0.8%
Entry of COC(=O)C/C=C\[C@H](C)[C@@H](OC)c1ccccc1Br in Giardia FBPA inh: -0.5%[12.9 µM]
